Menin-MLL TR inh: qHTS Assay for Inhibitors Targeting the Menin-MLL Interaction in MLL Related Leukemias: Competition With Texas Red Labeled MLL-derived Mutant Peptide; O00255; Menin + Texas Red MLL mutant peptide, fluorescence polarization; Potency, µM (top dose mostly 61.6 µM), without a hit: top-dose FP activity change, negative = inhibition, most hits filed as inhibitors; hit rate 0.23% among 270,000; active = well fitted inhibition curve with a large enough effect in the polarisation, with a control signal flat, not every such curve was filed as active; inconclusive = small, poorly fitted or top-dose-only effect, or effect the other way, or a change in a side signal; inactive = no such curve, though single readings can be large or run the other way; the % refers to the polarisation; also: potency is read from the fitted curve at half-maximal effect; % of control where 0% means no effect; many of its hits are not listed in these tables
PKM2 activator: qHTS Assay for Activators of Human Muscle isoform 2 Pyruvate Kinase | hit rate 0.34% among 260,000 | purified PKM2, Kinase-Glo ATP luminescence, activation; response scale: 0% is enzyme alone, no compound | Potency, µM (titrated, usually from 57.5 µM), for the others: at the highest dose activation, hits mostly activators; also: potency is read from the fitted curve at half-maximal effect; % is scaled to controls: 0 for no effect and ±100 for the full control effect; nearly all actives have a fitted effect of over 55% in size
Target sequence (P14618 whole entry, looked up, canonical isoform): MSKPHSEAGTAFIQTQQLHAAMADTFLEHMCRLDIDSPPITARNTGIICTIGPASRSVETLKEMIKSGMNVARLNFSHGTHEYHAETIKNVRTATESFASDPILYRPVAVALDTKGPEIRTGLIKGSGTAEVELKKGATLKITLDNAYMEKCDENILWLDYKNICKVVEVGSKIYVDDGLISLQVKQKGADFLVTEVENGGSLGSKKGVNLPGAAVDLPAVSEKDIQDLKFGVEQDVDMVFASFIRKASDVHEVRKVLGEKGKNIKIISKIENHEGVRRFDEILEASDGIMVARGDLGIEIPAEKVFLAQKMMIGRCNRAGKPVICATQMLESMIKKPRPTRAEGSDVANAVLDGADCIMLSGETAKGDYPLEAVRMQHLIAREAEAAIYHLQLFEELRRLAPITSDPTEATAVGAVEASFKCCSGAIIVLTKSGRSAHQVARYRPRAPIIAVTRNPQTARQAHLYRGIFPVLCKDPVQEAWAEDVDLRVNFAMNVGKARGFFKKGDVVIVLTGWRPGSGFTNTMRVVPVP
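ATP formation by purified human PK-M2, quantified via coupled luciferase luminescence after 1 h at room temperature with 0.1 mM ADP and 0.5 mM PEP final.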
USP2a block: qHTS Assay for Inhibitors of Ubiquitin-specific Protease USP2a Using CHOP2 as the Reporter. Potency, µM (titrated, usually from 38.3 µM), without a hit: at the highest dose activity change, negative = inhibition, usual class: inhibitors. AID 463254, 2010. Ubiquitin carboxyl-terminal hydrolase 2 (Homo sapiens), O75604. hit rate 0.01% among 330,000. USP2 core, Ub-CHOP2 coupled fluorogenic reporter, 485/531;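 also: potency is read from the fitted curve at half-maximal effect; plate controls were DMSO wells for no effect and full inhibition by NEM control for full effect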
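USP2 core (10nM final) preincubated 30min RT with compound in 20mM Tris-HCl pH 8.0, 2mM CaCl2, 2mM beta-mercaptoethanol, 0.05% CHAPS; 25nM Ub-CHOP2 plus 25nM reporter substrate added, fluorescence (Ex485/Em531) read after 60min.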
GALK inh: qHTS Assay for Inhibitors of Human Galactokinase (GALK); Purified GALK, Kinase-Glo residual ATP luminescence; Potency, µM (top dose mostly 57.5 µM), without a hit: at the highest dose activity change, negative = inhibition, hits mostly inhibitors; hit rate 0.007% among 270,000; AID 1868, 2009; also: potency is read from the fitted curve at half-maximal effect; % is scaled to controls: 0 for no effect and ±100 for the full control effect
Target sequence (P51570 whole entry, looked up): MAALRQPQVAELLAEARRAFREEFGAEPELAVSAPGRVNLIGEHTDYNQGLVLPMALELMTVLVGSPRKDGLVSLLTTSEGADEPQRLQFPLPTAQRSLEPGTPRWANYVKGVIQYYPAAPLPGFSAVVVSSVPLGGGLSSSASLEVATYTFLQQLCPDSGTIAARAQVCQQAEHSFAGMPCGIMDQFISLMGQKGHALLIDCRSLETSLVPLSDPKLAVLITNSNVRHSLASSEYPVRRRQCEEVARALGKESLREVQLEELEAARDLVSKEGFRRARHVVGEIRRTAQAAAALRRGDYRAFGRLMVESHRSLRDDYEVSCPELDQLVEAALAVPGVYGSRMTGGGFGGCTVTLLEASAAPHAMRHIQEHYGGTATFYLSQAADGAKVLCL
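Galactose (100 uM) and ATP (35 uM) were turned over by 5 nM GALK for 1 h at RT. Kinase-Glo Plus then converted the remaining ATP into a luminescent signal.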
Coupling enz: qHTS Assay for Inhibitors of Fructose-1,6-bisphosphate Aldolase from Giardia Lamblia: Coupling assay counterscreen; activity change, negative = inhibition, % at 58.2 µM, hits read low; coupling enzyme system counterscreen, AmpLite Red fluorescence; hit rate 0.67% among 290,000; in the data active = activity change below about -30%; also: % is scaled to controls: 0 for no effect and ±100 for the full control effect
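Activity here indicates interference with the coupling reaction, not aldolase inhibition. Compounds at 57.5 uM final met coupling enzymes for 10 min at RT; substrate and AmpLite Red detection followed, with a 525/598 nm fluorescence read after 20 min.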
TRPV1 ag: HTS Assay for Compounds that Act as Agonists of the Vanilloid Receptor 1; Transient receptor potential cation channel subfamily V member 1 (Homo sapiens), Q8NER1; hit rate 0.19% among 320,000; AID 540275, 2011; TRPV1-expressing cells, Fluo-8 calcium influx, agonist mode; activation, % at 8.33 µM; in the data active = activation above about 80%; inconclusive = between about 30% and that limit; also: 0% is about no effect
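TRPV1-expressing cells were cultured overnight at 35.5C and loaded with Fluo-8 calcium dye for 40 to 90 min at room temperature. After a 10 s baseline, compound was added and calcium influx was read kinetically for 3 min (ex 480/em 520 nm).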
KCNH2 3.1 block: qHTS for Inhibitors of KCHN2 3.1: Mutant qHTS; Potassium voltage-gated channel subfamily H member 2, brain isoform KCNH2 3.1 (human); U2OS KCNH2 3.1, thallium flux FluxOr; stronger effect = lower value; activity change, % (tested at about 1.8 µM); hit rate 0.95% among 340,000; AID 720553, 2013;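 active = maximum activity change below -70%; inconclusive = maximum activity change from -70% to -50%; inactive = maximum activity change above -50%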;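 also: thallium influx rate constant from kinetic fluorescence after stimulation buffer; % is scaled to controls: 0 for no effect and ±100 for the full control effect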
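Thallium flux read-out: FluxOr dye with Red40 quencher in HBSS/HEPES, 45 min at RT. Rate constants from kinetic reads were normalized to positive and negative DMSO controls. Cells: U2OS virally expressing the 3.1 isoform.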
Giardia kill: Small Molecules that selectively kill Giardia lamblia: qHTS; Giardia lamblia trophozoite viability; activity change, % at 7.66 µM, hits read low; hit rate 0.15% among 340,000; AID 540267, 2011; in the data active = activity change below about -80%; inconclusive = between about -30% and that limit;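 also: parasites exposed to compound for two days anaerobically before the ATP read; % is scaled to controls: 0 for no effect and ±100 for the full control effect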
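Anaerobic 48 hrs incubation at 37 deg C of 100 trophozoites/well with test compounds; ATPLite 1-Step luminescence, 15-30 min RT, reports cellular ATP as viability.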
CXXC DNA block: qHTS Fluorescence Polarization Assay for Inhibitors of MLL CXXC domain - DNA interaction. Potency, µM (top dose mostly 115 µM), inactives show at the top dose activity change, negative = inhibition, actives largely listed as inhibitors. hit rate 0.037% among 290,000. MLL-CXXC / FITC-HOXA9 DNA fluorescence polarization. AID 2662, 2010; active = well fitted inhibition curve with a large enough effect in the polarisation, with a control signal flat, not every such curve was filed as active; inconclusive = small, poorly fitted or top-dose-only effect, or effect the other way, or a change in a side signal; inactive = no such curve, though single readings can be large or run the other way; the % refers to the polarisation; also: potency is read from the fitted curve at half-maximal effect
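Purified MLL-CXXC (added from a 7 uM solution) was preincubated 5 min at ambient with pinned compounds in 50 mM Tris-HCl pH 7.5, 50 mM NaCl, 1 mM DTT, 0.05% BSA. Fluorescein-labeled HOX-A9 DNA (50 nM solution) followed, 30 min, then polarization read.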
KCNH2 WT inh: qHTS for Inhibitors of KCHN2 3.1: Wildtype qHTS; Voltage-gated inwardly rectifying potassium channel KCNH2 (Homo sapiens), Q12809; U2OS, BacMam KCNH2, thallium flux FluxOr; stronger effect = lower value; activity change, % at 1.84 µM; hit rate 0.37% among 340,000; AID 720551, 2013;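 active = maximum activity change below -70%; inconclusive = maximum activity change between -70% and -50%; inactive = maximum activity change above -50%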; also: % is scaled to controls: 0 for no effect and ±100 for the full control effect
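U2OS cells transduced with wild-type KCNH2 virus are loaded with FluxOr dye for 45 min, and thallium flux is measured in kinetic reads before and after stimulation buffer. Rate constants are normalized to DMSO controls.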
B2AR arrestin: qHTS assay of beta-arrestin-biased ligands of beta2-adrenergic receptor | beta-arrestin recruitment to beta2AR, cell-based reporter | Beta-2 adrenergic receptor (Homo sapiens), P07550 | AID 492947, 2010 | Potency, µM (doses to about 46.1 µM), for the others: at the highest dose activation, most hits filed as activators | hit rate 0.02% among 330,000;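 also: potency is read from the fitted curve at half-maximal effect; 0% = DMSO controls and full agonism = EC100 isoproterenol or metaproterenol; nearly all actives have a fitted effect of over 65% in size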
* = called active by the depositor; i = inactive; ? = inconclusive; / = no result given; [ ] = another dose, or the depositor's remark. Unless noted, calls follow the shape of the dose curve; as a rule, active = well fitted curve in the direction sought with a large enough effect; inconclusive = small, poorly fitted or top-dose-only effect, or another doubt; inactive = no such curve, though single readings can be large; an effect the other way counts as inactive or inconclusive. Not all compounds are listed. The share of hits here may be higher or lower than overall.

cpd	molecule	Menin-MLL TR inh	PKM2 activator	USP2a block	GALK inh	Coupling enz	TRPV1 ag	KCNH2 3.1 block	Giardia kill	CXXC DNA block	KCNH2 WT inh	B2AR arrestin
1	Cc1c(C=O)c2ccccc2n1CC(=O)N1CCc2ccccc2C1	0%	6%	1%	-1%	1	0	-13	-12	8%	-6	0.2%
2	Cc1ccccc1C(=O)NNC(=O)C1CCCN(c2ncccn2)C1 (stereo not given)	/	-2%	0%	-2%	0	/	2	-8	-1%	13	-0.3%
3	O=[N+]([O-])c1cc(Cl)ccc1Nc1ccccc1	27%	-2%	1%	-1%	-1	4	6	5	-4%	-27	0.1%
4	Cc1cc([N+](=O)[O-])ccc1NC(=O)CSc1nncn1-c1cccnc1	71%[activator]	18%	0%	2%	1	2	3	-8	-14%	1	0.2%
5	CCS(=O)(=O)N1CCC(N2CCC(C)CC2)CC1	/	7%	-8%	-3%	-2	8	-1	-20	-5%	0	-0.7%
6	Cc1[nH]c2ccccc2c1C(=O)C(C)Sc1nnc(C2CC2)o1 (stereo not given)	/	/	1%	/	/	4	-2	-19	/	10	-0.1%
7	Cc1ccc(C(=O)NCCCc2ccccc2)c(Cl)c1	3%	-6%	2%	-6%	3	?	21	6	-5%	2	-0.1%
8	CCOc1cc(N2CCOCC2)c(OCC)cc1NC(=O)COC(=O)c1cccc2ccccc12	1%	0%	6%	2%	0	2	-19	-23	-3%	2	-0.2%
9	C/C(=N\NC(=O)c1ccc2ccccc2c1)c1cccnc1	/	-8%	0%	-2%	/	9	-5	-8	-5%	-11	-0.8%
10	O=C(CCC(=O)N1CCOc2ccccc21)Nc1ccc(F)cc1F	-2%	-2%	-1%	/	2	0	7	-27	/	7	0.3%
11	Cc1cccc(OCCNc2cc(N3CCN(C)CC3)ccc2[N+](=O)[O-])c1	17%	-3%	6%	0%	0	7	-8	7	9%	4	-0.1%
12	Cc1ccc(C(=O)N2CC(C)CC(C)C2)cc1NC1=NC2CS(=O)(=O)CC2S1 (stereo not given)	-5%	0%	4%	/	-2	-5	-4	1	/	-5	0.3%
13	Cc1ccc2c(Cl)cc(Cl)c(OCC(=O)N(C(C)C)C(C)C)c2n1	-19%	7%	0%	3%	0	?	-5	4	5%	-9	-0.1%
14	Nc1nc(-c2cc(O)ccc2[N+](=O)[O-])cc(-c2ccccc2)c1[N+](=O)[O-]	?	-2%[11.5 µM]	5%	-2%	-3	3	-2	-10	5%	-12	-0.3%
15	COc1ccc(-c2nc(CS(=O)(=O)CC(=O)NCCc3ccccc3)c(C)o2)cc1	/	/	-1%	1%	/	-1	31	0	10%	-8	-0.6%
16	COC(=O)C(Cc1ccc(O)cc1)NC(=O)c1ccccc1OC (stereo not given)	-18%	-2%	2%	-3%	3	-1	17	7	-3%	-9	0.3%
17	CCCN1CCN(C(=O)Cn2cccc2C(=O)c2ccccc2)CC1	-25%	-4%	4%	-2%	2	-1	5	-12	3%	-3	-0.5%
18	NC(=O)c1ccccc1NC(=O)/C=C/c1c(Cl)cccc1Cl	?	-2%	-1%	-2%	/	?	2	4	3%	6	2.6%
19	c1ccc(CSc2nnc3ccc(-c4ccco4)nn23)nc1	1%	6%	-1%	12%	1	1	24	26	3%	-2	0.1%
20	COc1ccc(CCNC(=O)c2c(-c3ccccc3Cl)noc2C)cc1	2%	10%	0%	-1%	0	4	6	19	-4%	-5	-0.2%
21	Cc1ccc(NC(=O)CN(C)C(C)C(=O)Nc2ccc(S(=O)(=O)N3CCCC3)cc2)cc1 (stereo not given)	/	/	-3%	/	/	-2	0	2	/	33	0.0%
22	COc1cc2c(cc1OC)C1O[C@](c3ccsc3)(C2)Oc2c1c(=O)oc1ccc(F)cc21	-10%[11.7 µM]	3%[11.5 µM]	-1%[7.66 µM]	/	-4	i	/	/	-10%[23 µM]	/	6.8%[9.22 µM]
23	O=[N+]1C2=C(CCCC2)N([O-])C12CCCC2	0%	2%	-1%	4%	0	-1	-24	9	-4%	0	-0.8%
24	COc1ccc(OCC(=O)Nc2cccc3ncccc23)cc1	10%	1%	0%	4%	-2	-1	2	2	-1%	3	-0.2%
25	CC1=C(C)CC2(SC1)C(=O)N(c1ccccc1)N=C2N (stereo not given)	1%	3%	-1%	0%	-1	-1	-8	4	-2%	-1	0.0%
26	C/C=C/c1ccc(OCCCCn2cncn2)c(OC)c1	-30%	-18%	0%	-1%	-5	5	14	2	-8%	1	-0.8%
27	Cc1cc(C)c2nc(N3CCC(C(=O)NCCCN4CCCCC4)CC3)sc2c1	-3%	4%	4%	-3%	0	2	-33	8	7%	8	-0.1%
28	Cc1ccc(-c2csc(N3CCC[C@@H]3C(=O)NCCn3c(-c4ccncc4)nc4ccccc43)n2)cc1	2%	6%	3%	/	-1	?	-105*	5	15%	6	-1.1%
29	Cc1cccc(C)c1NC(=O)C(c1ccc([N+](=O)[O-])cc1)N(C)C(=O)c1ccccn1 (stereo not given)	-2%	-14%	1%	0%	0	0	/	11	-13%	-9	-0.4%
30	CCC(Sc1nnnn1C)C(=O)Nc1ccc(C(C)=O)cc1 (stereo not given)	15%	7%	-1%	-2%	5	2	8	-9	2%	-10	-0.1%
31	COc1cccc(C2CC(c3cccc(Br)c3)n3ncnc3N2)c1 (stereo not given)	-5%	4%	1%	-5%	1	2	-27	8	-1%	1	0.0%
32	CC(C)=CC(=O)OCC(=O)Nc1ccccc1Cl	-1%	-1%	2%	1%	3	25	4	-5	3%	6	0.0%
33	O=C(Nc1ccc(C2=NCCN2)cc1)c1ccc(C(=O)Nc2ccc(C3=NCCN3)cc2)c(Cl)c1	-12%	6%	-26%	1%	-2	-3	-6	3	?	5	-0.9%
34	COc1ccc(NC(=O)CSc2nc(C3CC3)nc3ccccc23)c(OC)c1	2%	-1%	0%	-1%	-1	-2	-4	-4	7%	-3	-0.5%
35	O=C(O)CNS(=O)(=O)c1ccc(F)cc1	2%	2%	-1%	2%	0	-9	11	7	4%	0	-0.4%
36	CC(C)(C)NC(=O)C(c1c[nH]c2ccccc12)N(C(=O)Cn1nnc(-c2ccc(F)cc2)n1)c1cccc(O)c1 (stereo not given)	-27%	0%	-10%	/	-2	20	-18	9	4%	-10	7.3%
37	Cc1ccc(C(=O)C(OC(=O)CNS(=O)(=O)c2ccccc2)c2ccccc2)cc1 (stereo not given)	0%	-2%	1%	-1%	/	2	-24	-17	-13%	-6	-1.0%
38	COc1ccc(/C=N/Nc2nc(-c3ccc(C)cc3)c(NC(C)=O)s2)cc1	/	?	-1%	-4%	-3	2	0	9	1%	4	-0.7%
39	O=C(CSc1nc2ccc(Cl)cc2o1)NCc1ccc2c(c1)OCO2	-2%	-4%	1%	4%	0	-6	-3	7	14%	-11	-1.0%
40	Cc1cccc(NC(=O)CSc2nc3ccccc3nc2N2CC(C)OC(C)C2)c1 (stereo not given)	9%	3%	4%	/	-1	?	14	-24	/	-33	-1.0%
41	O=C(CSC1CC(=O)N(CCc2ccccc2)C1=O)Nc1ccc(Cl)cc1 (stereo not given)	15%	-2%	1%	0%	0	10	-12	1	8%	-2	-0.8%
42	CCn1c(SCC(=O)Nc2ccc3c(c2)c2ccccc2n3CC)nnc1-c1ccco1	-7%	-5%	2%	4%	0	8	0	-1	1%	23	-0.3%
43	COc1ccc(N2CCN(C(=O)c3cccc(N4C(=O)C5CC=CC(C)C5C4=O)c3)CC2)cc1 (stereo not given)	0%	0%	1%	0%	2	9	-4	6	106%[activator]	30	-0.1%
44	COc1ccc(-c2cccc(C(=O)Nc3ccccc3C)c2)cc1	?	-2%	0%	0%	7	4	-12	-14	6%	3	-0.1%
